HP1b binding inh = blocks HP1-beta chromodomain binding to methylated histone tails | hit rate 0.56% among 390,000 | AID 540317 | P83916 | AlphaScreen HP1-beta / biotin-H3K9me3 peptide binding | Potency, µM (highest dose often 114 µM), without a hit: top-dose activity change, negative = inhibition, hits mostly inhibitors; further: nearly all actives have a fitted effect of over 70% in size; inactives centre near 23
Target sequence (P83916 whole entry, looked up): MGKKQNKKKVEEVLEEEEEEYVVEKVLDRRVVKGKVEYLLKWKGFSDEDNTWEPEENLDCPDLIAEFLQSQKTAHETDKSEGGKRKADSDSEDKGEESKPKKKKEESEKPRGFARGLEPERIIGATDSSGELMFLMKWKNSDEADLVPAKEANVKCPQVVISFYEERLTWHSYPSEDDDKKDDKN
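HP1-beta protein (50 nM final) preincubated 30 min at room temperature with biotinylated H3(1-18)K9me3 peptide (50 nM) in PBS pH 7.4, 0.01% Tween-20, then compound added for 30 min. AlphaScreen streptavidin donor/nickel chelate acceptor beads (10 ug/mL final), 30 min dark, luminescence read.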
BAZ2B inh = inhibitors of human BAZ2B bromodomain. Q9UIF8. AlphaScreen BAZ2B-H3K14Ac peptide displacement. Potency, µM (highest dose often 114 µM), for inactives: top-dose activity change, negative = inhibition, actives largely listed as inhibitors. hit rate 4.4% among 360,000. AID 504333; further: on the % scale 0 is the no-effect control and ±100 the full control effect; nearly all actives have a fitted effect of over 60% in size
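Compounds, titrated to a top concentration of 110 uM, were incubated 30 min at room temperature with preformed BAZ2B/acetyl-K14 H3 peptide complex (50 nM each). Proximity signal was measured by AlphaScreen after 20 min with beads.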
Tb PGK inh = blocks T. brucei phosphoglycerate kinase; P07378; hit rate 0.043% among 380,000; PGK/GAPDH coupled, Kinase-Glo luminescence, 60 min; Potency, µM (top dose mostly 57.5 µM), without a hit: top-dose activity change, negative = inhibition, most hits filed as inhibitors; further: on the % scale 0 is the no-effect control and ±100 the full control effect; nearly all actives have a fitted effect of over 60% in size
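Luminescent ATP detection (Kinase-Glo Plus) follows a 60-minute room-temperature incubation, with wells lacking PGK as controls. Buffer: 100 mM TEA (pH 7.6), 5 mM MgCl2, 0.01% Tween-20. Coupling enzyme GAPDH (100 nM final) supplies unstable 1,3-BPG in-well.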
G9a block = G9a (human) methyltransferase inhibition; G9a H3K9 monomethylation, AlphaScreen, 2 h; Potency, µM (top dose mostly 102 µM), for inactives: at the highest dose activity, negative = inhibition, usual class: inhibitors; hit rate 8.8% among 350,000; further: on the % scale 0 is the no-effect control and ±100 the full control effect; nearly all actives have a fitted effect of over 75% in size
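Readings reflect AlphaScreen signal from monomethyl-H3K9 antibody detection. HMT at 20 nM; substrate b-H3K9 500 nM; cofactor SAM 20 uM; 2 h RT reaction; compounds tested as titrations in qHTS with 15 min preincubation.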
BLM inh = inhibitors of human Bloom syndrome helicase BLM. P54132. recombinant BLM DNA unwinding, fluorescence dequenching. Potency, µM (highest dose often 56.1 µM), for the others: at the highest dose activity change, negative = inhibition, usual class: inhibitors. hit rate 0.2% among 350,000;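 further: plate controls were vehicle for no effect and no enzyme for full effect; nearly all actives have a fitted effect of over 35% in size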
GLS inhibitor = blocks human kidney-isoform glutaminase activity. O94925. GLS enzymatic activity, qHTS titration. Potency, µM (series often up to 45.5 µM), for the others: at the highest dose activity change, negative = inhibition, most hits filed as inhibitors. hit rate 0.21% among 410,000; further: on the % scale 0 is the no-effect control and ±100 the full control effect
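Coupled fluorescence readout: glutamate oxidase/HRP/Amplex Red detect glutamate formed by hKGA from L-glutamine (1 mM solution added). Buffer 45 mM KH2PO4 pH 8.2, 0.02% Tween-20; reads at t0 and 30 min RT.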
JMJD2A Tudor inh = JMJD2A Tudor domain (human) inhibition; hit rate 4.4% among 390,000; AlphaScreen JMJD2A-Tudor / H3K4me3 peptide binding; Potency, µM (doses to about 114 µM), without a hit: top-dose activity change, negative = inhibition, most hits filed as inhibitors; O75164; AID 504339; further: on the % scale 0 is the no-effect control and ±100 the full control effect; nearly all actives have a fitted effect of over 50% in size
POLI inh = blocks human DNA polymerase iota activity | Q9UNA4 | Pol iota fluorescent replication assay, 10 min | Potency, µM (top dose mostly 115 µM), for inactives: at the top dose activity, negative = inhibition, most hits filed as inhibitors | hit rate 1% among 390,000 | AID 588590
Target sequence (Q9UNA4 whole entry, looked up): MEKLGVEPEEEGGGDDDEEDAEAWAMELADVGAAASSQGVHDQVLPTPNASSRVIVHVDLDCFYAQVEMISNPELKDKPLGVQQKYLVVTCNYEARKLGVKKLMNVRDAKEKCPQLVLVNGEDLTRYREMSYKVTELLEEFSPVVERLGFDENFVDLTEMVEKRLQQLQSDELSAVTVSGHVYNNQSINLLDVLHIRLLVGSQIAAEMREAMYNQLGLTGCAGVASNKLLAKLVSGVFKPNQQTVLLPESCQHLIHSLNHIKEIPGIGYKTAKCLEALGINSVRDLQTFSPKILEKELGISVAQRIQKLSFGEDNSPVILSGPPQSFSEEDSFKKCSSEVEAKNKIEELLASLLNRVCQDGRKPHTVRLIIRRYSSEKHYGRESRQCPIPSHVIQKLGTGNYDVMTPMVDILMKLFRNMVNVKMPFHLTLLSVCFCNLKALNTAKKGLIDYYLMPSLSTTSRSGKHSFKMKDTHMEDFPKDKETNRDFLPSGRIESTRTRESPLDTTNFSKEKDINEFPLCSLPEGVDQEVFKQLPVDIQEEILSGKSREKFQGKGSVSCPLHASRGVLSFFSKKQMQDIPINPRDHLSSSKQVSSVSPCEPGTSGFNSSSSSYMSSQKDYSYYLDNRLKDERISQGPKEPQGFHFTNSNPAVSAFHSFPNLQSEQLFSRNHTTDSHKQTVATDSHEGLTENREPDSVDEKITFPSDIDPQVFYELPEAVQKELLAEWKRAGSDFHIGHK
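Fluorescent replication assay read twice, at 0 min and 10 min after adding 50 nM (final) substrate. Enzyme (10 nM) and compounds were first incubated 15 min at room temperature; enzyme-free buffer wells were negative controls.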
Pin1 inhibitor = inhibitors of human Pin1; Pin1 FP peptide displacement, HiFluor488, 10 min; Potency, µM (doses to about 115 µM), without a hit: top-dose activity, negative = inhibition, most hits filed as inhibitors; hit rate 0.009% among 390,000; AID 504891; active means well fitted inhibition curve with a large enough effect in the polarisation, with a control signal flat, not every such curve was filed as active; inconclusive means small, poorly fitted or top-dose-only effect, or effect the other way, or a change in a side signal; inactive means no such curve, though single readings can be large or run the other way; the % refers to the polarisation; further: on the % scale 0 is the no-effect control and ±100 the full control effect
Target sequence (Q13526 whole entry, looked up): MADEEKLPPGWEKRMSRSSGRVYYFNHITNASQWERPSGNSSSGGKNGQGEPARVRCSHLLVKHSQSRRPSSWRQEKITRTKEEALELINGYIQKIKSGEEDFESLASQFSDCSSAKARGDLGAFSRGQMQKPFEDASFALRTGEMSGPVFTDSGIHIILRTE
Numbers without * were called inactive; i = inactive; ? = inconclusive; · = not tested or not shown; & = joins results of further samples; ! = a repeat was not active; [ ] = another dose, or the depositor's remark. Unless noted, the call rests on the fitted dose curve; in most records, active means well fitted curve in the direction sought with a large enough effect; inconclusive means small, poorly fitted or top-dose-only effect, or another doubt; inactive means no such curve, though single readings can be large; an effect the other way counts as inactive or inconclusive. Potency means the concentration at half of the fitted maximal effect. Some of the compounds tested, so the mix of outcomes need not match the whole.

Second line of a record: Tb PGK inh	POLI inh	BLM inh	G9a block	GLS inhibitor	HP1b binding inh	Pin1 inhibitor	JMJD2A Tudor inh	BAZ2B inh
[1] CCC(=O)N1CCc2cc(Br)cc(S(=O)(=O)N3CCCC(C(=O)Nc4ccc(C(C)C)cc4)C3)c21 (stereo unspecified)
    i	-1%	-9%	-30%[59 µM]	3%	6%	14%	-26%	2%
[2] CSc1nnc(C)c(=O)n1COC(=O)COc1ccccc1
    -4%	-1%	5%	?	3%	23%	-7%	-15%	0%
[3] CSc1nsc(SC)c1CO
    -3%	20%	-5%	7%	-2%	33%	0%	-14%	3%
[4] CCOC(=O)c1ccc(NC(=O)c2c(N)n(Cc3ccccc3)c(=O)[nH]c2=O)cc1
    9%	10%	·	·	2%	35%	2%	-21%	·
[5] CC(C)c1nc2c(c(=O)c3ccccc3n2C)c(=O)n1-c1ccc(F)cc1
    i	2%	1%	-11%[59 µM]	6%	-3%	2%	7%	13%
[6] c1ccc(OCc2nc3ccccc3s2)cc1
    -19%	2%	-4%	58%[activator][59 µM]	-6%	93%	-6%	64%[activator]	58%[activator]
[7] CCCCOC(=O)Cn1cnc2ccc(Br)cc2c1=O
    -3%	13%	-1%	·	-2%	28%	2%	8%	-2%
[8] O=C(CSc1nc2sc3c(c2c(=O)[nH]1)CCC3)NCCO
    2%	26%	-5%	27%[59 µM]	2%	1%	0%	-8%	-2%
[9] O=C(NC1CC1)c1ccc(COc2ccc(F)cc2)o1
    -2%	11%	-3%	23%[59 µM]	2%	31%	-4%	-15%	6%
[10] S=C1NCN(C2CCCCC2)CN1c1ccccc1
    -6%	-14%	-3%	-31%	-7%	25%	0%	-16%	-6%
[11] COc1ccc(CN2CCN(CCCc3ccccc3)C(CCO)C2)c(OC)c1 (stereo unspecified)
    6%	-5%	5%	12%	6%	16%	8%	-23%	0%
[12] CCOC(=O)c1nc(Nc2cccc(C)c2)c2ccccc2n1
    -8%&-2%	76%&51%[activator]	-1%&1%	10%	-4%&-5%	5%	-1%&1%	50µM*!	7%&0%
[13] O=C(O)Cn1nc(-c2ccccc2)ccc1=O
    -8%	17%	-1%	2%	1%	44%[activator]	-6%	-14%	-5%
[14] COC(=O)c1ccccc1CON1C(=O)C(C)(C)N(OCc2ccccc2C(=O)OC)C(=O)C1(C)C
    7%	6%	-8%	-31%[0.0925 µM]	-4%	15%	-3%	-6%	7%
[15] O=C(Nc1cccc([N+](=O)[O-])c1)C1CCN(C(=O)Cc2ccccc2)CC1
    -9%	13%	-5%	86%[activator]	-2%	16%	-2%	-13%	4%
[16] COc1ccc(OCC(=O)NNC(=O)C2CCN(c3ncnc4sc(C)c(C)c34)CC2)cc1
    -2%	10%	·	11%[12.7 µM]	-3%	47%[activator]	-4%	-22%	5%
[17] CCc1ccccc1N(CC(=O)NC(C)C)C(=O)CCC(=O)Nc1nccs1
    i	19%	-5%	17%	1%	38%	-3%	-16%	?
[18] CCOC(=O)[C@H]1[C@H]2COc3ccc(Cl)cc3[C@@H]2N2C(=O)c3ccccc3NC(=O)[C@@]12C
    -4%	-3%	·	6%[2.33 µM]	-7%	34%	-2%	-24%	-1%
[19] CCOC(=O)CNC(=O)N1CCC(CCOc2ccccc2)(C(=O)OCC)CC1
    2%	99%[activator]	-10%	-11%[0.501 µM]	3%	7%	4%	-1%	-6%
[20] CCC1CCC2(CC1)NC(=O)N(CC(=O)Nc1ccc(OC)c(Cl)c1)C2=O (stereo unspecified)
    i	1%	·	6%[12.7 µM]	1%	33%	-2%	4%	8%

2 compounds drawn at random from the list so far, as already listed:
Second line of a record: Tb PGK inh	POLI inh	BLM inh	G9a block	GLS inhibitor	HP1b binding inh	Pin1 inhibitor	JMJD2A Tudor inh	BAZ2B inh
[8] O=C(CSc1nc2sc3c(c2c(=O)[nH]1)CCC3)NCCO
    2%	26%	-5%	27%[59 µM]	2%	1%	0%	-8%	-2%
[3] CSc1nsc(SC)c1CO
    -3%	20%	-5%	7%	-2%	33%	0%	-14%	3%

Looked up above.
CCCCOC(=O)Cn1cnc2ccc(Br)cc2c1=O @ JMJD2A Tudor inh: 8%
COc1ccc(OCC(=O)NNC(=O)C2CCN(c3ncnc4sc(C)c(C)c34)CC2)cc1 @ G9a block: 11%[12.7 µM]

The list continues:
Second line of a record: Tb PGK inh	POLI inh	BLM inh	G9a block	GLS inhibitor	HP1b binding inh	Pin1 inhibitor	JMJD2A Tudor inh	BAZ2B inh
[21] Cc1ccn2cc(CNS(=O)(=O)c3ccc(Cl)s3)nc2c1
    -10%	17%	-1%	?	-10%	42%[activator]	1%	-29%	-5%
[22] Cc1oc(C(=O)O)cc1CSCc1ccoc1C(=O)O
    -13%	?	-5%	45µM*	?	13%	?	?	?
[23] COc1ccc(OCCC(=O)OCC(=O)Nc2cccc(S(=O)(=O)N3CCOCC3)c2)cc1
    i	72%[activator]	-7%	8%	-3%	21%	0%	-16%	-18%
[24] O=C(COc1ccc(Cl)cc1)NCCC1=CCCCC1
    -6%	0%	-3%	·	19%	38%[activator]	-4%	35%	10%
[25] O=C(CN1C(=O)COc2ccc(S(=O)(=O)N3CCOCC3)cc21)N1CCN(c2cccc(Cl)c2)CC1
    3%	27%	-2%	-6%[59 µM]	3%	40%[activator]	3%	-21%	-22%
[26] O=C(CSc1nnc(NC(=O)C2CC(=O)N(c3ccc(F)cc3)C2)s1)NCc1ccco1 (stereo unspecified)
    -7%	?	-16%	45µM*	17%	18%	-5%	?	-34%
[27] COc1ccccc1C1SCCN1S(=O)(=O)c1cccc(C(F)(F)F)c1 (stereo unspecified)
    4%	18%	-13%	43%[59 µM]	-8%	50%[activator]	4%	13%	12%
[28] COCCn1c(=NC(=O)c2ccc(S(=O)(=O)N3CCOCC3)cc2)sc2cc(S(N)(=O)=O)ccc21
    -7%	40%[activator]	-4%	?	9%	43%[activator]	28%	-12%	-5%
[29] Cc1ccsc1C(=O)OC(C)C(=O)NC1CCCCC1C (stereo unspecified)
    1%	16%	·	-40%	5%	17%	3%	-4%	-4%
[30] OCCSc1c(F)c(SCCO)c(SCCO)c(F)c1SCCO
    0%	-13%	-1%	13%[59 µM]	-12%	32%	-19%	4%	4%
[31] CC(=O)CC(=O)NC1CCc2ccccc21 (stereo unspecified)
    i	13%	·	·	1%	31%	1%	-11%	·
[32] CC1CCN(C(=O)CNC(=O)c2cccc(OC(F)F)c2)CC1
    -2%	-4%	1%	27%[59 µM]	-10%	67%[activator]	4%	-17%	-8%
[33] Cc1nc(N2CCOCC2)c(C#N)c(C)c1Br
    -3%	11%	-1%	48%[12.7 µM]	7%	36%	-3%	8%	-3%
[34] COc1ccccc1CCNC(=O)c1ccc(OC)c(OC2CCN(C(C)C)CC2)c1
    -5%	13%	1%	5%	5%	30%	-2%	1%	-19%
[35] CC1CCCC(NC(=O)COC(=O)CCC(=O)c2ccc(F)cc2)C1C (stereo unspecified)
    i	18%	·	·	5%	18%	-8%	-8%	·
[36] CCN1CCC(n2nccc2NC(=O)c2ccccc2Cl)CC1
    i	6%	·	·	-16%	47%[activator]	3%	-6%	·
[37] Brc1cccc(OCCN2CCCCC2)c1
    -8%	209%[activator]	3%	7.1µM*	7%	?	-10%	20µM*	?
[38] Cc1nn(C)c(C)c1S(=O)(=O)NC1CCCC1
    -6%	3%	-2%	·	2%	8%	3%	0%	6%
[39] C=CCNC(=O)c1csc(-c2ccccc2)n1
    13%	24%	1%	12%	0%	29%	-4%	-4%	-24%
[40] O=C(c1cc2nc(-c3ccc(F)cc3)cc(C(F)(F)F)n2n1)N1CCOCC1
    -3%	13%	2%	16%[59 µM]	4%	26%	2%	2%	24%
[41] CC(C)c1ccc(S(=O)(=O)N2CCN(CC(=O)Nc3ccc4c(c3)OCO4)CC2)cc1
    1%	14%	-8%	8%[12.7 µM]	-3%	-11%	1%	?	-28%
[42] CN1C(=O)c2ccc(C(=O)Nc3nccs3)cc2C1=O
    -11%	32%[activator]	2%	0%	0%	38%[activator]	1%	-11%	-20%
[43] O=C(CS(=O)(=O)c1ccc(Cl)c(Cl)c1)Nc1ccccc1Cl
    i	11%	-5%	7%[59 µM]	1%	26%	7%	-12%	12%
[44] Cc1ccc(C(=O)NCCCN2CCOCC2)cc1S(=O)(=O)N1CCCCC1
    0%	-5%	·	-43%	2%	24%	-7%	-6%	-2%
[45] CCc1ccccc1NC(=O)C1CCCN(C(=O)c2cnn(-c3ccccc3)c2-n2cccc2)C1 (stereo unspecified)
    -9%	32%	-4%	10%[59 µM]	-1%	13%	1%	-13%	-14%
[46] CC(C)=N/N=C(/c1ccc([N+](=O)[O-])cc1)C12CN3CN(CN(C3)C1)C2
    -1%	84%[activator]	-3%	24%[59 µM]	-3%	36%	0%	0%	-9%
[47] CC(C)C1Nc2ccc(C(=O)NC3CCCCC3)cc2NC1=O (stereo unspecified)
    -5%	24%	-2%	-6%	-8%	40%[activator]	0%	0%	-11%
[48] CCC(=O)Nc1ccc(C(=O)NNC(=O)C2CCCCC2)cc1
    -4%	26%	2%	45µM*	-3%	49%[activator]	-9%	-8%	-2%
[49] CC(c1ccccc1)C1CC(=O)N(c2ccccc2)C1=O (stereo unspecified)
    5%	163%[activator]	-1%	·	13%	13%	-4%	-3%	12%
[50] O=C1C=CC(=O)N1c1ccc(O)cc1
    0%	11%	-4%	1µM*	20%	?	6%	40µM*	-5%
[51] COc1ccc(CCNC(=O)c2cc3c(s2)-c2ccccc2OC3)cc1OC
    i	?	-10%	-11%[59 µM]	10%	29%	41%[activator]	-14%	2%
[52] Cc1nc2cccnc2n1C1CCN(S(=O)(=O)N(C)C)CC1
    0%	8%	-2%	8%[59 µM]	-3%	25%	-5%	3%	7%
[53] O=C(NCCNc1ccnc2cc(Cl)ccc12)c1ccccc1F
    -1%	-15%	-6%	19%	-16%	30%	-4%	-12%	4%

Assay outcomes from PubChem.
